CAL PDZ FP-1: CAL PDZ (human) peptide binding inhibition; purified CAL PDZ, TMR-peptide fluorescence polarization, 1 h; AID 602252; 0.92% of 300,000 active; inhibition, % at 24.9 µM; Q9HD26;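 active = mean inhibition of at least 30% with at least half of replicates also reaching 30%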;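 also: 0% = DMSO neutral control and 100% = excess unlabeled competitor peptide PRC23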
PfHsp90 yeast 2: growth inhibition of yeast expressing Plasmodium Hsp90. S. cerevisiae expressing PfHsp90, BacTiter-Glo ATP, 48 h; yeast lacking PDR1 and PDR3 efflux regulators. inhibition, % at 9.4 µM. 0.32% of 310,000 active. AID 504621;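 active = every replicate shows inhibition above about 80%, whatever the replicate mean, limit read from the data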;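 also: 0% = DMSO neutral controls and 100% = 20 µM radicicol positive controls; yeast relying on Plasmodium falciparum Hsp90 in place of its own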
SR-BI DiI inh: mouse SR-BI HDL lipid transfer inhibition. Q61009. ldlA[mSR-BI] CHO cells, DiI-HDL uptake fluorescence, 3 h. inhibition, % at 12.5 µM. 0.96% of 320,000 active. AID 488896;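 active = mean replicate inhibition of at least 70% and a set share of replicates each scoring 70 or more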;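 also: 0% = median of neutral control wells and 100% = median of positive control wells; values of inactives mirror those of a sister screen read the other way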
Target sequence (Q61009 whole entry, looked up): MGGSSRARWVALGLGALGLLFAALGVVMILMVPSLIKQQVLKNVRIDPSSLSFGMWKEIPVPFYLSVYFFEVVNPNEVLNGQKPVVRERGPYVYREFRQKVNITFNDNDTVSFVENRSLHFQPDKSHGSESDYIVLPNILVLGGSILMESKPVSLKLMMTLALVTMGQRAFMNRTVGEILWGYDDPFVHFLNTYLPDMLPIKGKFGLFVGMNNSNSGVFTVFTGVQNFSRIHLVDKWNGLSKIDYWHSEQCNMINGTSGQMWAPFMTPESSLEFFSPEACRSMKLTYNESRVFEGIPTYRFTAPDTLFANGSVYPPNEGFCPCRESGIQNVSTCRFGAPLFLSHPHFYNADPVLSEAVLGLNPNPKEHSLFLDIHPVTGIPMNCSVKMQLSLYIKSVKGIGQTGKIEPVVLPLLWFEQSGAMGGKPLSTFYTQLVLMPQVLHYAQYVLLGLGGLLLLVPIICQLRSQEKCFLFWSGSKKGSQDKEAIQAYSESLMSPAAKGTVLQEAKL
SR-BI DiI-HDL act: enhances SR-BI lipid uptake from DiI-HDL | CHO ldlA[mSR-BI] cells, DiI-HDL uptake fluorescence, 3 h; 100 = double the neutral-control signal | AID 504775 | activation, % at 12.5 µM | 0.096% of 320,000 active;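 active = mean replicate activation of at least 60% and every replicate at or above 60%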;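 also: 0% = median plate neutral-control signal and 100% = twice that signal; values of inactives mirror those of a sister screen read the other way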
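Test system: SR-BI-overexpressing, LDLR-lacking CHO cells; Also added: labelled HDL, 10 µg/mL; Measured by: bottom-read cell fluorescence after medium removal, ex 550/em 595 nm; Timing: 3 h uptake period with compound, 37 °C; Buffer or medium: F12, 0.5% BSA, 25 mM HEPES; Doses: single compound concentration, delivered by pin transfer.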
dFosB act: activators of mouse delta FosB homodimer; P13346; purified delta FosB, TAMRA-CDK5 oligo fluorescence polarization; percent of positive-control signal above neutral wells; AID 493131; 0.99% of 340,000 active; activation, % at 25 µM;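 active = mean activation above about 17%, with every replicate also reaching it, limit read from the data, passing the limit was not always enough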;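 also: fluorescence polarization rise as delta FosB binds a TAMRA Cdk5 AP-1 oligo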
Target sequence (P13346 whole entry, looked up): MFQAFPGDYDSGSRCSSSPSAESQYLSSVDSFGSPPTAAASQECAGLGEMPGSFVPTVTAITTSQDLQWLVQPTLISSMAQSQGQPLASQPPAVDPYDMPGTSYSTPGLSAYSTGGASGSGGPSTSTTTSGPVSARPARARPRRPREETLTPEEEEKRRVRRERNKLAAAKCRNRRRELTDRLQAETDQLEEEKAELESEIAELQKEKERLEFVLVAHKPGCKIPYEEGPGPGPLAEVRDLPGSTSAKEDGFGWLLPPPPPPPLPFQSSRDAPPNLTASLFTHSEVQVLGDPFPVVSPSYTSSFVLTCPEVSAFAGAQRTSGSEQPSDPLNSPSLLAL
MITF act: MITF TRPM1 promoter activation in melanoma cells; SK-MEL-5 TRPM1-promoter luciferase, 24 h; % of positive control, neutral wells = 0; activation, % at 12.5 µM; 0.75% of 300,000 active;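 active = mean activation of at least 80% with every replicate also reaching 80%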;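 also: 0% = neutral control wells and 100% = parthenolide positive control wells; values of inactives mirror those of a sister screen read the other way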
NSD2 inh: NSD2 (human) methyltransferase inhibition. O96028. NSD2 peptide methylation, AlphaScreen, 120 min. inhibition, % at 12.5 µM. AID 743445. 0.54% of 310,000 active; in the data active = inhibition above about 50%
PvdQ acylase: blocks Pseudomonas aeruginosa PvdQ acylase activity; purified PvdQ acylase, fluorescence plate reader; inhibition, % at 10 µM; 0.063% of 340,000 active; AID 488965; in the data active = inhibition above about 30%, passing the limit was not always enough;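 also: 0% = vehicle neutral wells and 100% = reference inhibitor wells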
Rtt109 Vps75: blocks Candida albicans Rtt109/Vps75 acetyltransferase activity; 0.16% of 330,000 active; Q5AAJ8; purified Rtt109/Vps75, ThioGlo CoA-SH fluorescence, 4 h; AID 540336; inhibition, % at 34.9 µM;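 active = inhibition of at least 50% in every replicate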
CAL PDZ FP-2: blocks peptide binding to human CAL PDZ domain. Q9HD26. purified CAL PDZ, TMR-peptide fluorescence polarization, 1 h. inhibition, % at 20 µM. 0.02% of 330,000 active. AID 504414;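 active = highest replicate inhibition of at least 40%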;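 also: plate controls were DMSO neutral control wells for no effect and unlabeled competitor peptide control wells for full effect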
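Read-out basis: mP drop reported as inhibition | Assay system: Tagged CAL PDZ protein CerCALP, purified | Benchmarks: Unlabelled peptide for full inhibition, DMSO wells as neutral | Schedule: 1 h incubation at room temperature before polarization reading | Buffer or medium: Sodium phosphate/NaCl buffer pH 7.4 with TCEP, IgG, Thesit | Doses: Single point, 20 µM | Measured by: Fluorescence polarization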
* = called active by the depositor; nt = no result given.

SMILES	CAL PDZ FP-1	PfHsp90 yeast 2	SR-BI DiI inh	SR-BI DiI-HDL act	dFosB act	MITF act	NSD2 inh	PvdQ acylase	Rtt109 Vps75	CAL PDZ FP-2
Cc1ccc(Nc2c([N+](=O)[O-])ccc3nonc23)cc1C	-6.6	-10.8	15.4	-15.4	-0.6	-2.9	6.6	-14.0	-4.0	1.9
COc1ccc(NC(=O)CSc2nnc(CCC(=O)O)c(=O)n2N)cc1	-3.2	nt	-12.1	12.1	-1.3	2.7	-7.0	-8.9	5.2	-2.0
Cc1nc2c(c(=O)c3ccccc3n2C)c(=O)n1-c1ccccc1	nt	-9.4	-27.2	27.2	-3.7	nt	12.6	-5.4	1.3	-1.2
CN(C)c1cccc(C(=O)Nc2cccc(S(=O)(=O)NC3=NCCC3)c2)c1	-2.2	5.8	23.5	-23.5	-7.3	6.3	6.7	0.5	10.1	0.4
COc1ccc(S(=O)(=O)N2CCN(C)CC2)c2ccccc12	nt	nt	2.3	-2.3	-0.2	nt	nt	-26.9	1.4	-0.5
CCOC(=O)c1c(-c2ccc(C)o2)csc1NC(=O)CSc1nnc(C)s1	1.1	10.8	8.1	-8.1	-1.0	12.3	0.4	-4.3	1.1	-1.6
CN(C)S(=O)(=O)N1CCC(Oc2cccc(C(=O)N3CCSCC3)c2)CC1	0.5	3.6	-22.3	22.3	-9.7	-2.5	-4.1	-6.4	1.1	-0.7
N#C/C(=C/c1cn(-c2ccccc2)nc1-c1cccc(OCc2ccccc2)c1)C(=O)NCCCn1ccnc1	nt	23.3	-84.3	84.4*	31.3*	-15.6	1.2	-2.8	-3.4	-2.9
COc1ccc(C(CCN)Cc2ccccc2)cc1 (stereo unspecified)	-3.6	-8.9	53.4	-53.4	-1.3	0.5	0.6	-15.9	-2.7	-3.8
CC(=O)c1sc(NC(=O)C2CCN(C(=O)c3ccccc3C)CC2)nc1-c1ccccc1	-2.7	-1.2	-12.0	12.0	-32.1	-4.9	17.5	-7.1	35.6	-4.7
O=C(NCc1ccccc1)C1CCCN(S(=O)(=O)c2ccc(F)cc2)C1 (stereo unspecified)	-4.1	-5.2	-0.2	0.2	-10.2	18.7	0.5	-13.2	-5.5	-1.8
CCN(C(=O)CSc1nnc(NC2CCCCC2)s1)C1CCS(=O)(=O)C1 (stereo unspecified)	nt	-3.5	-5.8	5.8	5.4	-3.0	2.3	9.5	8.9	-0.5
O=C(c1ccc(CS(=O)(=O)c2ccc(Br)cc2)o1)N1CCN(c2ncccn2)CC1	nt	1.8	16.7	-16.7	-7.3	11.4	nt	-14.8	-14.4	-0.2
COc1ccc(OC)c(NC(=O)c2ccc(CN(c3cc(Cl)ccc3C)S(=O)(=O)c3ccccc3)cc2)c1	-1.9	16.1	34.6	-34.6	-10.5	2.4	2.0	-12.6	-1.6	0.8
O=c1oc2c3c4c(cc2c(C(F)(F)F)c1CCN1CCOCC1)CCCN4CCC3	3.1	-43.0	42.1	-42.1	-3.2	nt	-0.7	2.5	-7.2	-2.7
COC(=O)C(C)Oc1cc(OC(C)C(=O)OC)c2c(-c3ccccc3)cc(=O)oc2c1 (stereo unspecified)	-3.6	24.8	nt	nt	-14.4	-7.2	-0.4	-13.2	-2.0	-1.4
Nc1ccccc1C(=O)Nc1nccs1	-0.2	5.5	1.5	-1.5	-4.6	33.4	-3.1	-8.4	-2.9	-2.4
N#CNC(N)=Nc1cccc(Cl)c1	-0.5	nt	37.2	-37.2	21.9*	nt	-0.5	1.0	0.3	-3.4
COc1ccccc1NC(=S)N(CCN(C)C)C(C)c1ccncc1 (stereo unspecified)	-5.1	-14.4	-3.7	3.7	-10.0	12.9	1.9	-6.3	-0.5	-0.3
O=C(NCCCN1CCOCC1)c1cc(-c2ccccc2F)no1	0.8	13.5	11.1	-11.1	4.1	-1.6	0.7	-10.9	-25.8	-2.4
Cc1ccc(C(=O)Nc2ccccc2N2CCCCC2)o1	-5.1	24.4	17.2	-17.2	-5.5	-13.6	1.7	-15.0	3.6	-1.3
CCc1ccc(-c2csc3ncn(CC(=O)NCc4ccco4)c(=O)c23)cc1	7.3	-41.3	14.6	-14.6	-13.7	-1.1	0.6	-8.8	-3.1	-0.5
Cc1ccc(OC(C)C(=O)N2CC(=O)Nc3ccccc32)c(C)c1 (stereo unspecified)	nt	-40.7	nt	nt	-4.6	5.8	0.6	-18.3	-8.5	-1.9
O=C1CN(C(=O)COC(=O)c2cccs2)c2ccccc2N1	-2.7	-40.9	-21.9	21.9	-0.1	-0.6	0.7	-10.6	3.9	0.9
Cc1ccc(CNC(=O)C2(c3cccs3)CCOCC2)cc1	-0.6	-1.5	-20.0	20.0	-6.6	2.2	0.6	9.1	6.7	-1.3
Cc1ccc(-n2c(=S)sc3c(=O)n(-c4ccccc4C)c(SCC(=O)O)nc32)cc1C	-1.8	-4.5	-13.7	13.7	-6.7	0.0	-2.6	-6.3	-0.5	0.1
CC(C)(C)OC(=O)N[C@@H](Cc1ccccc1)C(=O)N[C@@H](CO)[C@H](O)[C@@H]1C[C@@H]1C(=O)N1CCCC1	-2.3	22.9	-29.6	29.6	0.5	-1.7	nt	-4.9	5.6	0.0
CC(C)(C)c1ccc(C(=O)NCC(=O)N2CCCC2)cc1	2.4	13.6	nt	nt	1.5	25.2	nt	-8.0	-8.5	-2.8
COc1ccc(NC(=O)CSc2ccc([N+](=O)[O-])cc2)cc1S(=O)(=O)N1CCOCC1	-2.3	-1.1	19.7	-19.7	0.7	-5.5	0.1	-11.3	-4.7	1.0
Cc1ccc(N2CC(C(=O)Nc3ccc(S(=O)(=O)NCC4CCCO4)cc3)CC2=O)cc1C (stereo unspecified)	-1.7	23.5	nt	nt	0.1	-24.0	-4.5	-2.4	-3.8	-0.8
S=C(Nc1ccc(Nc2ccccc2)cc1)NC1CCCCCC1	-1.1	-10.6	49.9	-49.9	-2.7	-6.5	1.0	-5.2	-1.2	-2.6
CCOC(=O)C1CCCN(C(=O)c2cc(=O)c3ccccc3o2)C1 (stereo unspecified)	-2.9	10.5	1.6	-1.6	1.9	-10.3	3.4	-5.3	-6.4	2.5
N#Cc1ccc(C(=O)Nc2nnc(-c3ccccn3)o2)cc1	-0.7	33.9	-9.9	9.9	1.4	-7.5	-0.7	4.6	5.0	0.9
Cc1ccc(C(=O)NCC(=O)OCc2nnc(-c3ccc([N+](=O)[O-])cc3)o2)s1	-7.2	-21.4	14.7	-14.7	-13.0	-3.7	-0.1	-14.1	6.3	0.5
COc1ccccc1N1CCN(Cc2nc(N)nc(Nc3ccccc3)n2)CC1	0.5	4.5	18.3	-18.3	-5.6	15.5	7.5	3.6	-0.6	-0.5
O=C(NC1CCCCC1)NC1(C(=O)NCCCN2CCOCC2)CCCCC1	-1.2	-3.4	-19.8	19.8	-0.9	-12.7	7.2	-3.7	0.2	1.1

Among those listed so far, two have a COOH group:
SMILES	CAL PDZ FP-1	PfHsp90 yeast 2	SR-BI DiI inh	SR-BI DiI-HDL act	dFosB act	MITF act	NSD2 inh	PvdQ acylase	Rtt109 Vps75	CAL PDZ FP-2
COc1ccc(NC(=O)CSc2nnc(CCC(=O)O)c(=O)n2N)cc1	-3.2	nt	-12.1	12.1	-1.3	2.7	-7.0	-8.9	5.2	-2.0
Cc1ccc(-n2c(=S)sc3c(=O)n(-c4ccccc4C)c(SCC(=O)O)nc32)cc1C	-1.8	-4.5	-13.7	13.7	-6.7	0.0	-2.6	-6.3	-0.5	0.1

Further compounds follow:
SMILES	CAL PDZ FP-1	PfHsp90 yeast 2	SR-BI DiI inh	SR-BI DiI-HDL act	dFosB act	MITF act	NSD2 inh	PvdQ acylase	Rtt109 Vps75	CAL PDZ FP-2
CC(=O)Nc1cccc(/C(C)=N/NC(=O)c2ccccc2Cl)c1	-0.5	nt	-22.2	22.2	-6.0	7.1	-0.1	-6.3	-2.1	-0.5
COc1cccc(-c2ccc(C#N)c(SCC(=O)NCCc3ccc(Cl)cc3)n2)c1	-3.5	9.4	22.9	-22.9	-7.3	-3.4	-2.4	9.1	58.6*	-2.1
Cc1ccccc1-n1nnnc1SCC(=O)N(C)C1CCS(=O)(=O)C1 (stereo unspecified)	-2.0	-20.6	-18.0	18.0	-6.9	-3.0	-5.5	-10.0	-2.4	-1.4
CCN(C(=O)c1cn(C)c(=O)c2ccccc12)c1ccccc1F	5.2	-10.8	2.6	-2.6	1.1	7.6	nt	-17.1	-4.3	0.2
CCOc1ccc(S(=O)(=O)NCc2ccc(OC)cc2)c2cccnc12	-2.2	0.3	5.9	-5.9	-6.6	-2.9	0.2	12.6	6.4	0.1
O=C(COc1ccccc1)N1CCN(S(=O)(=O)c2ccc(Br)cc2)CC1	-2.1	-1.4	-2.6	2.6	-6.0	7.8	-0.6	-7.0	-6.7	-1.6
CCCC(=O)Nc1ccc2oc(-c3ccncc3)nc2c1	-2.3	nt	0.8	-0.8	-18.8	41.3	2.3	1.2	1.4	-0.9
Cc1nnc(SCC(=O)Nc2ncc3c(n2)CCCC3=O)s1	-1.2	20.0	-21.3	21.3	-0.4	7.6	-0.4	-19.4	4.5	-0.1
O=C(c1ccc(CS(=O)(=O)Cc2ccc(Cl)cc2)o1)N1CCCC1	6.4	1.1	4.4	-4.4	-3.6	-12.7	-1.3	-3.4	-15.5	-0.8
COc1ccccc1CC(=O)Nc1cccc(C(=O)Nc2nccs2)c1	0.9	-1.6	14.1	-14.1	2.2	9.0	-1.4	2.2	-8.4	-0.5
CC(C)(C)OC(=O)N[C@@H](Cc1ccccc1)c1nnc(SCC(=O)c2ccc(Cl)cc2)o1	-4.3	5.6	37.8	-37.8	43.8*	-11.6	0.0	-9.1	-2.2	-0.4
O/N=C\c1cccn1-c1nccs1	-5.4	3.6	-12.0	12.0	7.1	3.8	nt	8.4	-7.6	0.3
O=C(Oc1ccccc1N1C(=O)CCC1=O)c1ccco1	-2.0	-39.1	-22.7	22.7	-7.7	-7.9	-1.3	-2.4	-4.9	-1.9
CCCCCCCOC(=O)c1nc(Cl)c(Cl)c(N)c1Cl	-3.5	-13.0	-23.2	23.2	0.0	2.4	-3.0	8.9	0.2	-0.1
Cc1cc(C)nc(SCc2ccc3nonc3c2)n1	7.6	2.5	17.8	-17.8	-5.2	-1.7	-1.2	-3.6	-0.8	-1.3
COc1cccc(CNCC(=O)NC(=O)NC2CCCC2)c1	-1.0	14.6	-10.0	10.0	-2.3	-6.0	-1.0	-8.7	1.3	-0.2
CCOc1ccc2nc(NC(=O)C3CCCN(S(=O)(=O)c4c(C)noc4C)C3)sc2c1 (stereo unspecified)	-1.5	-3.6	49.4	-49.4	-3.3	17.3	nt	5.8	4.4	-1.4
O=[N+]([O-])c1cccc(-n2nnnc2CN2CCCCCC2)c1	0.7	nt	-8.5	8.5	2.3	nt	-2.4	-6.8	4.8	-1.7

Screening results as filed in PubChem.
